GPR151 activ: human GPR151 activation; PathHunter beta-arrestin GPR151 cells, luminescence; activation, % at 11.2 µM; hit rate 1% among 650,000; AID 1508602; in the data active = activation above about 4.9%;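 also: 0% = median of compound wells and 100% = cells with positive control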
FBW7 activator: human FBW7 E3 ligase activation, primary screen; Q969H0; AlphaScreen FBW7–phospho-cyclin E peptide binding, activator screen; normalized activity (activation), % at 26.1 µM; hit rate 0.13% among 650,000; AID 1259310; in the data active = normalized activity above about 1.9%;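 also: purified mutant Fbw7 with reduced substrate affinity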
Target sequence (Q969H0 whole entry, looked up): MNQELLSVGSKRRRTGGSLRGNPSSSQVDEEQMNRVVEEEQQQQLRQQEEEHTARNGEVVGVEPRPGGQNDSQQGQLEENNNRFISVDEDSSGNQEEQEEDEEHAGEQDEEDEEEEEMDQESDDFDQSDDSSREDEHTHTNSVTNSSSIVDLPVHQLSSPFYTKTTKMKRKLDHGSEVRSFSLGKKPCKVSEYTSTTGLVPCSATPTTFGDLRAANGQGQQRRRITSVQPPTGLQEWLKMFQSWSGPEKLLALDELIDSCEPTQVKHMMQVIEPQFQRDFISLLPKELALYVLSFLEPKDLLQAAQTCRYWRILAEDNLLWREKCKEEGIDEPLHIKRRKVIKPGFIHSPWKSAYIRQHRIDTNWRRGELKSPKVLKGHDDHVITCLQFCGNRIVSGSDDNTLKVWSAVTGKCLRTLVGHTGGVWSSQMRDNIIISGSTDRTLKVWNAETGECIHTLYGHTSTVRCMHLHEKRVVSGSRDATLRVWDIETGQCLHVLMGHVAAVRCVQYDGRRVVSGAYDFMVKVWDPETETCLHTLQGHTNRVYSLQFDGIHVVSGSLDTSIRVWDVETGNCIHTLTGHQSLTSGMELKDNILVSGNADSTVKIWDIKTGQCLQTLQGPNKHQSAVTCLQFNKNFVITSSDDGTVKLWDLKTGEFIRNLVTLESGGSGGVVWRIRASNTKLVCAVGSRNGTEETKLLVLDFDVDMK
MITF primary: human MITF inhibition, primary screen | hit rate 0.91% among 650,000 | inhibition, % at 2.6 µM | AlphaScreen MITF homodimerization, bead proximity signal; in the data active = inhibition above about 50%;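 also: 0% = vehicle wells with protein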
TEAD-YAP inh: TEAD-YAP interaction inhibition; HEK-TIYL cells, TEAD-Gal4/YAP UAS-luciferase luminescence; hit rate 1.4% among 640,000; inhibition, % at 9.12 µM; in the data active = inhibition above about 32%;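 also: 0% = median of test compound wells and 100% = reference inhibitor wells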
Active calls of the source: *; & = joins results of further samples.

Keys – A = GPR151 activ; B = FBW7 activator; C = MITF primary; D = TEAD-YAP inh
[1] O=C(Nc1cccc(Br)c1)C1C(c2ccccc2)=C1c1ccccc1
  A: -0.4; B: 0.0; C: 19; D: 1

[2] N#CC1=C(N)N(c2c(F)cccc2F)C2=C(C(=O)CCC2)C1c1ccccc1F (stereo unspecified)
  A: -0.1; B: 0.0; C: -17; D: -2

[3] Cc1ccc(OCCCC(=O)Nc2ccccc2C(=O)O)cc1
  A: -2.5; B: 0.0; C: 14; D: -51

[4] Cc1nc2cnc(-c3cccc(CN)c3)cn2c1NC(=O)CC(C)C
  A: -1.0; B: 0.0; C: -12; D: -2

[5] N#Cc1ccc(NC(=O)C2Cc3ccccc3CN2S(=O)(=O)c2ccccc2F)cc1 (stereo unspecified)
  A: -1.2; B: 0.2; C: 12; D: -20

[6] CN1c2ccccc2C(C)(C)C12CC(c1ccc(S(=O)(=O)N(C)C)cc1)=NO2 (stereo unspecified)
  A: -0.2; B: 0.0; C: 2; D: -2

[7] O=C(NC12CC3CC(CC(C3)C1)C2)C1CCN(c2nc3ccccc3s2)CC1
  A: -1.1; B: 0.6; C: 10; D: 0

[8] COc1cccc(-c2nnc3n2N=C(c2ccc(Br)cc2)CS3)c1
  A: 1.3; B: 0.3; C: 0; D: 0

[9] O=C1CSC2(C(=O)N(CN3CCCCC3)c3ccccc32)N1c1ccccc1 (stereo unspecified)
  A: 2.2; B: -0.1; C: -4; D: 3

[10] N#Cc1c(-c2ccccc2)cc(-c2cccs2)nc1SCCS(=O)(=O)Cc1ccc(Cl)cc1
  A: 0.4; B: -0.1; C: 3; D: -7

Later entries
Keys – A = GPR151 activ; B = FBW7 activator; C = MITF primary; D = TEAD-YAP inh
[11] Cc1ccc(C(=O)OC2CCCN(C)C2)cc1 (stereo unspecified)
  A: 0.4; B: 0.1; C: 3; D: 6

[12] S=C=NCCn1ccc2ccccc21
  A: 2.3; B: -0.1; C: -6; D: 3

[13] O=C1c2ccccc2C(=O)N1COc1cccc(Cl)c1
  A: -2.1; B: 0.1; C: 4; D: 4

[14] CCOC(=O)c1ccc2ncc(C(=O)OCC)c(Nc3cc(OC)ccc3OC)c2c1
  A: -0.4; B: 0.0; C: 15; D: -8

[15] O=C(NC12CC3CC(CC(C3)C1)C2)N1CCC(n2nnc3cc(F)ccc32)CC1
  A: 1.0; B: -0.1; C: -2; D: 3

[16] O=C(OC(C(=O)NC1CCCCC1)c1ccccn1)c1ccco1 (stereo unspecified)
  A: 0.4; B: 0.1; C: 4; D: 7

[17] COc1ccccc1CN1CCNC(=O)C1CC(=O)NCc1cccc2[nH]ccc12 (stereo unspecified)
  A: 0.2; B: 0.1; C: -6; D: 7

[18] CN(c1ccccc1)S(=O)(=O)c1cc2c3c(c1)CC(=O)N3CCC2
  A: 0.2; B: 0.0; C: -2; D: -4

[19] CC1CCC(NC(=O)C(=O)Nc2ccc(C(C)(C)C)cc2)CC1 (stereo unspecified)
  A: -1.3; B: 0.1; C: -13; D: -5

[20] NS(=O)(=O)c1ccc(N2N=C(C(F)(F)F)/C(=C/c3ccc4c(c3)OCO4)C2=O)cc1
  A: 0.1; B: -0.3; C: -6; D: -5

Further compounds.
Keys – A = GPR151 activ; B = FBW7 activator; C = MITF primary; D = TEAD-YAP inh
[21] COc1ccc(CNC(=O)CS(=O)Cc2nc(-c3ccc(OC)cc3)oc2C)cc1 (stereo unspecified)
  A: -0.4; B: 0.1; C: -9; D: 5

[22] O=C(c1ccc2c(Cl)c3c(nc2c1)CCC3)N1CCCC1
  A: -0.4; B: 0.1; C: 9; D: 3

[23] CCOC(=O)C1=CN(Cc2ccc(Cl)cc2)C=C(C(=O)OCC)C1c1ccc(F)cc1
  A: -0.4; B: 0.0; C: -8; D: 3

[24] N#CC1=C(N)OC2=C(C(=O)CC(c3ccco3)C2)C1c1ccc(F)cc1F (stereo unspecified)
  A: 0.5; B: 0.0; C: -10; D: 1

[25] CCOCCOC(=O)C1=C(C)NC2=C(C(=O)CC(c3cccs3)C2)C1c1ccsc1 (stereo unspecified)
  A: -0.4&-1.1; B: 0.0&0.0; C: 10&14; D: 1&3

[26] Cc1ccc(NC(=O)c2ccc3c(c2)C(=O)N(c2cccc(N4C(=O)c5ccc(C(=O)Nc6ccc(C)cc6)cc5C4=O)n2)C3=O)cc1
  A: 2.9; B: -0.2; C: -5; D: -2

[27] O=C(NS(=O)(=O)c1ccc(Br)cc1)c1ccccc1O
  A: -0.4; B: -0.1; C: -1; D: 10

[28] CN(C)C(=O)c1cn(-c2ccccc2)nc1-c1cccc([N+](=O)[O-])c1
  A: -0.8; B: 0.5; C: 5; D: 8

[29] CN1CC(C(=O)N2CCC3(CC2)NC(=O)c2cccnc2N3C)CC1=O (stereo unspecified)
  A: 3.8; B: 0.1; C: 1; D: -12

[30] O=C(CCl)Nc1ccc(OC(F)(F)F)cc1
  A: -0.2; B: -0.1; C: 6; D: 34*

(further entries)
Keys – A = GPR151 activ; B = FBW7 activator; C = MITF primary; D = TEAD-YAP inh
[31] O=C(Nc1ncc2c(n1)CC(c1ccco1)CC2=O)c1ccc(F)cc1 (stereo unspecified)
  A: -1.1; B: 0.6; C: 15; D: -3

[32] CCOC(=O)C(C)NC(=O)Cn1ncc2c(=O)oc3ccc(C)cc3c21 (stereo unspecified)
  A: 0.1; B: 0.0; C: -5; D: 8

[33] CCc1ccc(NC(=O)COC(=O)c2[nH]c(C)c(C(C)=O)c2C)cc1
  A: -0.3; B: -0.1; C: 1; D: 7

[34] CN(C)CCNC(=O)C(=O)Nc1ccc(F)cc1
  A: -1.4; B: -0.2; C: -3; D: -3

[35] Cc1cc2c(C)nc(Cl)nc2o1
  A: 0.1; B: -0.1; C: -6; D: 10

[36] COc1ccc(OC)c(NC(=O)C2CCN(C(=O)c3ccc(OC)c(OC)c3)CC2)c1
  A: 1.4; B: 0.0; C: -2; D: -3

[37] COc1ccc(C(=O)N2CCN(C(=O)c3cccc(OC)c3OC)CC2)cc1OC
  A: 0.0; B: 0.1; C: 36; D: 8

[38] Cc1ccc(C(=O)N[C@H]2C[C@H]3C(=O)N[C@@H](CC(C)C)C(=O)N3C2)cc1
  A: -0.4; B: 0.0; C: -11; D: -3

[39] CN(CCCCN1CCOCC1)c1nc2nonc2nc1N1CCCCC1
  A: 2.7; B: 0.0; C: 5; D: -3

[40] CCC1(C)NC(=S)N(c2ccccc2)N1 (stereo unspecified)
  A: -0.7; B: 0.2; C: 13; D: -1

Going on with the list:
Keys – A = GPR151 activ; B = FBW7 activator; C = MITF primary; D = TEAD-YAP inh
[41] CCN(CC)c1cc(-c2ccc(F)cc2)nc(C)n1
  A: -1.1; B: 0.1; C: 48; D: 0

[42] CCCOc1ccccc1/C=C1/C(=O)ON=C1C
  A: 7.4*; B: 0.0; C: 19; D: 6

[43] COc1ccc(N2CCN(C(CNS(=O)(=O)c3ccccc3)c3ccco3)CC2)cc1 (stereo unspecified)
  A: 2.4; B: -0.2; C: 2; D: -2

[44] Cc1cc(S(=O)(=O)NCC2CCCO2)c(C)cc1Br (stereo unspecified)
  A: -0.3; B: 0.0; C: -11; D: 7

[45] CCOC(=O)CN1CC23C=CC(O2)C(C(=O)Nc2ccc(C)cc2)C3C1=O (stereo unspecified)
  A: -0.7; B: -0.1; C: -5; D: -4

[46] COc1ccccc1NC(=O)C1=C(C)Nc2nc(SC)nn2C1c1ccccc1F (stereo unspecified)
  A: 0.1; B: 0.7; C: 14; D: 3

[47] CCCCN=C(NCCCC)NS(=O)(=O)c1ccccc1
  A: 1.8; B: 0.0; C: 4; D: 6

[48] Cc1sc2[nH]c(=S)n(-c3ccccc3)c(=O)c2c1C
  A: 1.6; B: -0.4; C: 15; D: -6

[49] c1ccc(Oc2cccc(OCCNCCN3CCOCC3)c2)cc1
  A: -0.8; B: 0.4; C: 1; D: 4

[50] CC(=O)Nc1ccc(C(=O)n2nc(C)cc2C)cc1
  A: 0.6; B: 0.9; C: 16; D: -12

Other compounds
Keys – A = GPR151 activ; B = FBW7 activator; C = MITF primary; D = TEAD-YAP inh
[51] COc1ccc(C(=O)C(C)=O)cc1OC
  A: -1.2; B: -0.1; C: -1; D: 4

[52] O=C(O)c1ccc(CSc2nc3ccccc3[nH]2)cc1
  A: -2.8; B: 0.0; C: 1; D: -4

[53] Cc1cc(=O)oc2c(C)c3occc3cc12
  A: -0.7; B: -0.1; C: -12; D: 5

[54] Cc1cnc(Nc2ccc(N3CCOCC3)cc2)nc1Nc1ccc2c(c1)OCO2
  A: 3.6; B: -0.3; C: 18; D: 80*

[55] CC(=O)c1c(C)[nH]c(C(=O)CN(C)Cc2c(F)cccc2Cl)c1C
  A: 0.3; B: -0.2; C: 6; D: 49*

[56] Cc1ccsc1/C=C1N=C(/C=C/c2cccc([N+](=O)[O-])c2)OC\1=O
  A: 1.3; B: -0.1; C: 3; D: 8

[57] CCN(CC)CCN(CC)C(=O)CCc1nnc(Cc2cc(OC)ccc2OC)o1
  A: 0.8; B: 0.0; C: -7; D: -15

[58] CCc1ccccc1NC(=O)CCn1cccc1
  A: 0.0; B: -0.2; C: -1; D: -1

[59] Cc1ccc(Nc2ncnc3sc4c(c23)CCCC4)c(C)c1
  A: -0.7; B: 0.5; C: 12; D: 6

[60] Cc1ccccc1C1=NC(c2ccccc2Br)ON1 (stereo unspecified)
  A: -1.3; B: -0.1; C: 10; D: -17

The results go on.
item | Molecule | GPR151 activ | FBW7 activator | MITF primary | TEAD-YAP inh
61 | O=S1(=O)CCN2N=C(C3CC3)SC2=N1 | -0.4 | 0.0 | 2 | 2
62 | Cc1ccc(/C=C2N=C(/C=C/c3cccc(Cl)c3Cl)OC\2=O)cc1 | 1.7 | -0.1 | 2 | 2
63 | O=C1C(C=NCc2cccnc2)=C(O)c2ccccc21 | -0.4 | -0.3 | 5 | 38*
64 | COc1ccc(N(C(=O)c2csnn2)C(C(=O)NC(C)(C)C)c2ccc(C)cc2)cc1 (stereo unspecified) | -0.9 | -0.1 | -4 | 1
65 | CCOc1cc(CN2CCC3(CC2)CC3C(=O)NCCc2ccccc2OC)ccc1O (stereo unspecified) | 1.8 | 0.0 | 2 | -11
66 | COCc1nnc(NC(=O)/C=C/c2ccccc2)s1 | -0.3 | -0.3 | -5 | -6
67 | CC(Sc1ccc(Cl)cc1)C(=O)NC(C)(C)C (stereo unspecified) | -0.1 | 1.0 | 2 | -7
68 | CC(C)OC(=O)C(C(=O)C(F)(F)F)c1cc(NS(=O)(=O)c2ccc(C(C)(C)C)cc2)c2ccccc2c1O (stereo unspecified) | -2.5 | 0.0 | 2 | 6
69 | C=CCn1c(C)cc(C(=O)CSc2nc(N)cc(=O)[nH]2)c1C | 0.4 | 0.0 | 2 | -10
70 | COc1ccccc1/C=C/C=C(\C#N)C(=O)NC1CCCCC1 | -1.2 | 0.6 | 19 | -14
71 | COc1ccccc1CNC(=O)c1sc2ncnc(N3CCOCC3)c2c1C | -1.1 | 0.0 | 5 | -4
72 | CCN(c1ccccc1)S(=O)(=O)c1ccc2c(c1)SCCN2C(C)=O | 1.4 | 0.0 | -2 | -3
73 | Cn1cc(CN2CCCC(c3[nH]ncc3-c3cc(F)ccc3F)C2)cn1 (stereo unspecified) | 1.2 | 0.0 | -2 | 6
74 | CC1=C(C(=O)OC2CCCCC2)C(c2cccc3ccccc23)C2=C(CC(C)(C)CC2=O)N1 (stereo unspecified) | -0.6 | -0.4 | 4 | -16
75 | CN(C)c1ccc(-c2cnc(Nc3ccc(Cl)cc3)c3nccn23)cc1 | -0.2 | -0.4 | -10 | -3
76 | COc1ccccc1N(CC(=O)NCCC(C)C)C(=O)CCC(=O)Nc1ccccn1 | -0.3 | -0.1 | 2 | 1
77 | O=CNc1ccc2c(c1Cl)C(=O)c1ccccc1C2=O | -1.0 | 0.9 | 10 | -90
78 | CC1=CC(C)(C)N(C(=O)CN2C(=O)C3CCCCC3C2=O)c2ccc(C)cc21 (stereo unspecified) | -0.7 | -0.1 | -41 | -1
79 | Cc1nc(N2CCN(C(=O)C(C)(C)Oc3ccc(Cl)cc3)CC2)cc(-n2ccnc2)n1 | 0.1 | 0.0 | 0 | 0
80 | COc1ccc(N2C(=O)C3CC(Br)C(Br)CC3C2=O)cc1 (stereo unspecified) | 0.3 | 0.1 | 1 | 6
81 | O=C1NC(=S)NC(=O)C1=Cc1cccn1-c1ccccc1 | -0.7 | -0.7 | 26 | 12
82 | Cn1c(=O)n(C)c2cc(S(=O)(=O)NNc3ccccc3)ccc21 | -1.0 | 0.1 | -24 | -2
83 | Fc1ccc(CNc2nc(Cc3ccccc3)nc3sc4c(c23)CCCC4)cc1 | -0.6 | 0.1 | 5 | 0
84 | COc1ccc(C2=N/C(=C/c3ccc(OC(C)=O)c(OC)c3)C(=O)O2)cc1 | 0.0 | -0.1 | 6 | 0
85 | COc1ccc(/C=N/OCC(=O)NC(c2ccccc2)c2ccccc2)c(OC)c1 | 0.8 | 0.0 | -4 | 5
